Source: PubChem BioAssay
H1N1 NS1A inhibition – H1N1 influenza NS1A inhibitors, functional cell based assay (AID 504329); NS1A functional cell-based assay, percent inhibition; higher % means a stronger effect; inhibition, % at 12.5 µM; hits with a dose series show IC50 in µM; 0.3% of 340,000 active; in the data active means a potency from the dose series; inconclusive means inhibition above about 27% without an active follow-up result; further: strong numbers were not always called active
M. tuberculosis – growth inhibition of non-replicating M. tuberculosis (AID 488890) | Mycobacterium tuberculosis non-replicating, growth inhibition; higher % means a stronger effect | one-dose inhibition, % at 25 µM; IC50 in µM for titrated hits | 0.39% of 320,000 active; in the data active means a potency from the dose series; inconclusive means inhibition mostly from about 82% at the one dose, without a potency; inactive means the rest, 99 in 100 with inhibition below about 76%;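 further: plate controls were DMSO cells for no effect and high antibiotic wells for full effect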
PhoP GFP inhibition – PhoP regulon inhibitors, Salmonella typhi PhoP promoter GFP reporter, confirmatory (AID 1850); Salmonella Typhi PhoP-promoter GFP reporter, fluorescence, 4 h; higher % means a stronger effect; inhibition, % at 50 µM, or IC50 in µM where a hit was titrated; 0.33% of 310,000 active; in the data active means a potency from the dose series; inconclusive means inhibition mostly from about 25% at the one dose, without a potency; inactive means the rest, 99 in 100 with inhibition below about 19%;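 further: 0% = induced wells with vehicle and 100% = uninduced wells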
H37Rv inhibition – M. tuberculosis growth inhibition, HTS (AID 449762); 0.59% of 330,000 active; inhibition, % at 25 µM; hits with a dose series show IC50 in µM; M. tuberculosis H37Rv growth inhibition, 7H9 media; higher % means a stronger effect; in the data active means a potency from the dose series; inconclusive means inhibition above about 70% without an active follow-up result;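 further: bacterial growth assessed after seven days of incubation; strong numbers were not always called active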
inhibitors of VEEV – inhibitors of VEEV TC-83 cytopathic effect, confirmation, Vero cells (AID 588727). one-dose inhibition, % at 20 µM; IC50 in µM for titrated hits. 0.13% of 350,000 active. Vero cells, VEEV TC-83 cytopathic effect inhibition; higher % means a stronger effect; in the data active means a potency from the dose series; inconclusive means inhibition mostly from about 14% at the one dose, without a potency; inactive means the rest, 99 in 100 with inhibition below about 12%; further: strong numbers were not always called active
inhibitors of VEEV 10K pilot screen – second read-out of inhibitors of VEEV, no call of its own (marks repeat the call); inhibition, %; measured here: 10K pilot screen inhibition
Active calls of the source: *; i = inactive; ? = inconclusive; nt = no result given.

The first ten records, to show the layout:
SMILES | H1N1 NS1A inhibition | M. tuberculosis | PhoP GFP inhibition | H37Rv inhibition | inhibitors of VEEV | others
C=CCNC(=O)COC(=O)c1nc2nccc(C)n2n1 | -8% | -2% | -11% | -5% | 0.6%
Cc1cccc(C(=O)OC(C)CN2CCOCC2)c1 (stereo not given) | 2% | 6% | 14% | 7% | 1.6%
CCOC(=O)C1=C(C)N(CC(C)C)C(=O)/C1=C\c1ccc(OCC(=O)Nc2ccccc2)cc1 | -2% | 38% | 0% | 7% | 1.8%
CCOc1ccc(NC(=O)CN2CCN(CC(=O)Nc3cc(OC)cc(OC)c3)CC2)cc1 | 5% | 33% | -6% | -4% | 0.5%
Cc1cc(C)cc(NC(=O)NCC(O)COc2ccc([N+](=O)[O-])cc2)c1 (stereo not given) | 5% | -2% | 7% | -1% | 3.3%
Cc1ccccc1Cn1ccc(NC(=O)c2cnn3c(C(F)(F)F)cc(-c4ccco4)nc23)n1 | 3% | 27% | -15% | 9% | 8.2%
COc1ccc(C2(C)ON(c3ccccc3C(F)(F)F)C2=O)cc1 (stereo not given) | -4% | -6% | nt | -4% | 22%
C(=C\c1ccncc1)/c1ccncc1 | -14% | -2% | 4% | -13% | i
O=C(Cn1cc(C(F)(F)F)cc(Cl)c1=O)NCc1ccccc1 | 7% | -13% | 6% | -3% | 1.0%
Cc1nc(SCC(=O)NC(=O)NC2CCCCC2)nc(C)c1C | -11% | 7% | 1% | 3% | 0.3%

Main list, previewed entries included:
SMILES | H1N1 NS1A inhibition | M. tuberculosis | PhoP GFP inhibition | H37Rv inhibition | inhibitors of VEEV | others
C=CCNC(=O)COC(=O)c1nc2nccc(C)n2n1 | -8% | -2% | -11% | -5% | 0.6%
Cc1cccc(C(=O)OC(C)CN2CCOCC2)c1 (stereo not given) | 2% | 6% | 14% | 7% | 1.6%
CCOC(=O)C1=C(C)N(CC(C)C)C(=O)/C1=C\c1ccc(OCC(=O)Nc2ccccc2)cc1 | -2% | 38% | 0% | 7% | 1.8%
CCOc1ccc(NC(=O)CN2CCN(CC(=O)Nc3cc(OC)cc(OC)c3)CC2)cc1 | 5% | 33% | -6% | -4% | 0.5%
Cc1cc(C)cc(NC(=O)NCC(O)COc2ccc([N+](=O)[O-])cc2)c1 (stereo not given) | 5% | -2% | 7% | -1% | 3.3%
Cc1ccccc1Cn1ccc(NC(=O)c2cnn3c(C(F)(F)F)cc(-c4ccco4)nc23)n1 | 3% | 27% | -15% | 9% | 8.2%
COc1ccc(C2(C)ON(c3ccccc3C(F)(F)F)C2=O)cc1 (stereo not given) | -4% | -6% | nt | -4% | 22%
C(=C\c1ccncc1)/c1ccncc1 | -14% | -2% | 4% | -13% | i
O=C(Cn1cc(C(F)(F)F)cc(Cl)c1=O)NCc1ccccc1 | 7% | -13% | 6% | -3% | 1.0%
Cc1nc(SCC(=O)NC(=O)NC2CCCCC2)nc(C)c1C | -11% | 7% | 1% | 3% | 0.3%
CC(C)NC(=O)Nc1ccc2c(c1)CC(=O)N([C@@H](C)CO)C[C@H](C)[C@@H](CN(C)C(=O)NC1CCCCC1)O2 | -3% | 5% | nt | 4% | i
Cn1cc(-c2ccccc2C(N)=O)c(=O)c2cc(Cl)ccc21 | 1% | -7% | 1% | -1% | i
Cc1ccc(S(=O)(=O)N2CCCC(C(=O)NC3CCCC3)C2)cc1Cl (stereo not given) | -3% | -6% | 7% | -7% | 1.4%
CCOc1ccccc1NC(=O)NCCCCc1ccccc1 | -15% | 2% | -1% | -9% | 0.9%
CC1CC(=O)Nc2ccccc2N1C(=O)CSc1ccc2ccccc2n1 (stereo not given) | 9% | 20% | nt | -8% | 2.2%
CC(=O)NC1=NN(C(C)=O)C2(CCCCC2)S1 | -1% | -12% | -5% | -2% | 1.1%
CCOC(=O)[C@@H]1[C@H]2COc3ccc(Br)cc3[C@H]2N2C(=O)N(c3ccc(F)cc3)C(=O)[C@@]12C | 4% | -10% | 7% | -1% | 0.5%
COc1ccc(OC)c(CNCc2ccc3c(c2)OCO3)c1 | -2% | 1% | 11% | 0% | 0.3%
CCOc1ccc2c(c1)C(C)=CC(C)(C)N2S(=O)(=O)c1ccc(C)cc1 | -6% | nt | nt | nt | 2.8%
CC(=O)N(CCCc1ccc(C(C)(C)C)cc1)CCCN(C)C | 4% | 36% | 3% | 0% | 0.0%
Brc1ccccc1-c1nnc(-c2cccnc2)o1 | 0% | 77% | -2% | -2% | 7.2%
COc1ccc(N2C(=O)c3ccc(C(=O)Nc4ccccc4OC)cc3C2=O)cc1 | -3% | 12% | -2% | -4% | 1.2%
CCOc1ccc(S(=O)(=O)NCCC(=O)N2CCCN(C)CC2)cc1 | 2% | -5% | -8% | -19% | 1.1%
Cc1ccc(N=Nc2c(N)nn3c(C)cc(C)nc23)cc1 | -4% | ? | 4% | ? | 1.5%
CCOc1ccccc1N(C)C(=O)c1nn(-c2ccc(OC)cc2OC)c(=O)c2ccccc12 | 1% | -4% | -8% | 5% | 1.9%
COc1ccc(CNC(=O)C(c2ccco2)N(C(=O)Cc2cccs2)c2cccnc2)cc1 (stereo not given) | -5% | 15% | -8% | -4% | 1.5%
COc1cccc(-c2nnc(Nc3nc4c(F)cccc4s3)o2)c1 | -7% | ? | -6% | ? | i
COC(=O)c1sc(S(=O)(=O)N2CCN(c3ccc(OC)cc3)CC2)c(C(=O)OC)c1C | 11% | -3% | -15% | -12% | i
C#CCCOC(=O)N1C2=NC(C(=O)OC)=C(C(=O)OC)[C@@H]3Nc4ccccc4[C@]23C[C@H]1C(=O)OC | 9% | 2% | -5% | 5% | 0.3%
Cc1csc(NC(=O)c2ccc(S(=O)(=O)N3CCCC3)cc2)n1 | -6% | 4% | -13% | 5% | 8.7%
COC(=O)Cc1cc(C)cc2c(=O)cc(-c3ccoc3)oc12 | nt | 2% | -12% | 4% | 6.8%
CN(CCc1ccccn1)C(=O)c1ccc(OC2CCN(Cc3ccccn3)CC2)cc1 | 28% | 22% | 15% | 4% | 2.0%
O=C(Nc1cccnc1)c1ccc(COc2ccccc2Br)cc1 | -5% | 45% | 7% | 0% | 0.8%
COc1ccccc1-c1nnc2sc(COc3ccc(Cl)cc3Cl)nn12 | -19% | 32% | 0% | -3% | 9.8%
CCOC(=O)N1CCN(Cc2nc3c(c(=O)n(C)c(=O)n3C)n2CCCc2ccccc2)CC1 | -6% | 13% | -14% | -1% | i
COCCN(C(=O)Nc1ccc(OC)cc1OC)C1CCN(C(C)C)CC1 | -1% | -6% | -2% | 0% | 0.3%
O=C(N/C(=C\c1cccc([N+](=O)[O-])c1)C(=O)N1CCOCC1)c1ccc([N+](=O)[O-])cc1 | 2% | -13% | -3% | 5% | 0.7%
CCc1cccc(CC)c1NC(=O)CSc1nc2ccc(N3C(=O)C4C5C=CC(C5)C4C3=O)cc2s1 (stereo not given) | 9% | 27% | -3% | -11% | 4.9%
CCNc1ccc(C(=O)OCC(=O)NCCN2C(=O)CSC2=O)cc1[N+](=O)[O-] | -5% | -6% | 5% | 7% | 0.9%
O=C(NCC1CCS(=O)(=O)C1)NCC1CCS(=O)(=O)C1 (stereo not given) | 4% | -2% | 3% | -9% | 0.1%
O=C(Cn1ccc([N+](=O)[O-])n1)N1CCc2ccccc21 | -14% | 2% | 13% | -5% | 1.4%
COc1cc(C(=O)Nc2ccc(NC(=O)C3CC3)nc2)cc(OC)c1OC | 6% | 1% | 3% | -5% | 9.6%
C/C=C(\C)C(=O)OC(C)(C)[C@H]1Cc2cc3ccc(=O)oc3cc2O1 | 23% | 4% | -15% | 2% | i
Clc1ccc(C2=Nn3c(Cn4nnc5ccccc54)nnc3SC2)cc1 | nt | 37% | -7% | 8% | 2.7%
COCCNc1c2c(c(C#N)c3nc4ccccc4n13)CCCC2 | -5% | -7% | 0% | 10% | 2.9%
COc1ccc(Cl)cc1NC(=O)CN(C)C(=O)Cc1ccsc1 | -18% | 8% | 4% | 10% | 3.1%
Cc1n[nH]c(=O)c2c(NC(=O)CSc3nnc(-c4ccncc4)n3C)oc(C)c12 | -7% | -14% | -9% | -19% | 1.5%
CC1(C)CC(=O)C2=C(C1)Nc1ncnn1C2c1ccccn1 (stereo not given) | -9% | 1% | 1% | 3% | 1.8%
CC(=O)c1cc2c(cc1NS(=O)(=O)c1ccccc1Br)OCO2 | 1% | -19% | 7% | 9% | i
CCCCn1c(N)c(-c2nc3ccccc3o2)c2c([N+](=O)[O-])nn(C)c(=O)c21 | -9% | -20% | -2% | -4% | 1.0%
Cc1cc(NC(=O)c2cc(-c3ccco3)on2)n(-c2ccccc2)n1 | 6% | 7% | 2% | 6% | 2.1%
COC(=O)[C@@H]1C[C@]2(OC(=O)c3ccccc3)C=CC(=O)C[C@@H]2N1C(=O)OCc1ccccc1 | -3% | 21% | 6% | -5% | ?
CCN(CC(=O)NCc1ccc(Cl)cc1)C(=O)CSc1ccc(F)cc1 | -14% | 7% | 6% | -14% | 3.2%
CCn1c(SCCOc2ccc(Cl)cc2)nnc1-c1cccs1 | 1% | 70% | 8% | 6% | i | inhibitors of VEEV 10K pilot screen=0.0
Cc1ccc(C(C(=O)NCc2ccco2)N(CCc2ccccc2)C(=O)Cn2nnc3ccccc32)o1 (stereo not given) | 0% | nt | nt | nt | 12%
Cc1cc(C)c(OCC(=O)NCC2CCCO2)c(C)c1 (stereo not given) | 0% | 46% | -10% | 11% | 0.1%
Cc1nn(-c2ccccc2)c(C)c1/C=N/NC(=O)CSc1nnc(-c2ccccc2)n1-c1ccc(Cl)cc1 | 10% | -2% | -5% | -3% | 6.9%
Nc1nonc1-n1nnc(C(=O)N/N=C/c2ccco2)c1CSc1ccccc1 | 5% | 6% | -36% | -2% | i
O=C(NCc1ccc2c(c1)OCO2)c1ccc(Br)s1 | -8% | 70% | -2% | 7% | 0.1%
CCCCNC(=O)c1ccccc1NC(=O)c1ccccc1N(C)S(C)(=O)=O | 2% | -1% | 7% | -5% | 4.0%

Carrying on:
SMILES | H1N1 NS1A inhibition | M. tuberculosis | PhoP GFP inhibition | H37Rv inhibition | inhibitors of VEEV | others
CCC1CCC(C(=O)NC(C(=O)NCCCN2CCCCC2C)C(C)C)CC1 (stereo not given) | 12% | 11% | 6% | -5% | i
COc1ccccc1-c1nnc(SCC(=O)c2c(N)n(C3CC3)c(=O)[nH]c2=O)o1 | -14% | -10% | nt | 2% | i
Cc1cccc(C(=O)N2CCN(S(=O)(=O)N3CCCCC3)CC2)c1 | -10% | -8% | -12% | 0% | 2.8%
CC(C)C(=O)Nc1ccc([N+](=O)[O-])c(C(F)(F)F)c1 | -12% | 6% | -4% | 0% | i
Cc1cccc(N2CCN(C(c3cccs3)c3nnnn3C(C)(C)C)CC2)c1C (stereo not given) | 3% | 16% | 15% | -2% | 0.0%
O=C(/C=C/c1ccccc1)N/C(=C/c1ccccc1)C(=O)Nc1cccc(C(=O)O)c1 | -79% | -3% | 6% | -8% | 1.3%
COc1ccc(C2c3ccc(O)cc3Oc3ncn4nc(-c5ccccn5)nc4c32)cc1 (stereo not given) | -31% | -10% | 4% | 12% | 2.1%
Cc1ccc2cc(C=O)c(N(C)C)nc2c1 | 14% | 11% | -5% | 5% | i
CC(C)c1ccc(S(=O)(=O)NCc2ccc3c(c2)OCO3)cc1 | -2% | 55% | -7% | 6% | 0.3%
O=C(Nc1ccc(Oc2ccccc2)cc1)C1CCN(c2c3c(nc4ncnn24)CCC3)CC1 | 11% | 61% | -1% | -7% | 3.5%
CC(C)CC1Nc2ccc(C(=O)NCc3ccc4c(c3)OCO4)cc2NC1=O (stereo not given) | 10% | 10% | 2% | -5% | i
CC(=NNC(=O)c1ccncc1)c1cccc(Cl)c1 | 5% | nt | nt | nt | 1.6%
CCCCOc1ccc(CSc2n[nH]c(C)n2)cc1 | -2% | 70% | -2% | 6% | i
CC(C)(C)NC(=O)C1Cc2ccccc2CN1C(=O)Nc1ccccc1Cl (stereo not given) | 2% | 9% | 3% | -1% | 4.9%
CC(C)C(=O)OCc1cn(-c2ccc(Cl)c(Cl)c2)nn1 | -8% | 4% | 5% | 25% | 0.9%
N[C@@H]1CONC1=O | nt | -5% | 4% | 7% | nt
S=c1[nH]nc(-c2ccco2)n1/N=C/c1ccc(Cl)cc1Cl | -1% | -13% | 19% | 9% | i
O=C(/C=C/c1cn(CC(O)CN2CCCCC2)c2ccccc12)c1ccccc1 (stereo not given) | 10% | nt | nt | nt | ?
CCCN1Cc2cccc(C(N)=O)c2C1=O | -1% | -2% | -13% | -9% | 1.4%
O=C(NCc1ccccn1)c1cn(CCc2ccccc2)nn1 | -5% | 8% | -10% | -7% | 0.7%
